Assay outcomes: PubChem, MTDP
RNase H inhibition – RNase H inhibition, HIV 1 Gag Pol polyprotein, FRET biochemical assay, screening (AID 372) | HIV-1 RT RNase H, FRET RNA/DNA substrate fluorescence; higher % means a stronger effect | one-dose inhibition, % at 10 µM; IC50 in µM for titrated hits | 100,000 tested, 0.77% active; in the data active = inhibition above about 50%
* = called active by the depositor. This is a subset. The share of hits here may be higher or lower than overall.

Preview (4 entries):
Compound	RNase H inhibition
Cc1ccc(-c2cc(C(F)(F)F)n3nc(C(=O)Nc4ccc5c(c4)OCO5)cc3n2)cc1	11%
Cc1c(C(=O)OC(C)C)sc(NC(=O)c2ccc(Br)o2)c1C(=O)OC(C)C	9%
CCOc1ccc(N2C(=O)CC(NCc3ccc(S(N)(=O)=O)cc3)C2=O)cc1 (stereo not drawn)	18%
O=[N+]([O-])c1ccccc1CNC1CCCC1	4%

Main list, from the first entry:
Compound	RNase H inhibition
Cc1ccc(-c2cc(C(F)(F)F)n3nc(C(=O)Nc4ccc5c(c4)OCO5)cc3n2)cc1	11%
Cc1c(C(=O)OC(C)C)sc(NC(=O)c2ccc(Br)o2)c1C(=O)OC(C)C	9%
CCOc1ccc(N2C(=O)CC(NCc3ccc(S(N)(=O)=O)cc3)C2=O)cc1 (stereo not drawn)	18%
O=[N+]([O-])c1ccccc1CNC1CCCC1	4%
Cc1cc2nc(-c3cccc(NC(=O)c4cccc([N+](=O)[O-])c4C)c3C)oc2cc1C	24%
c1ccc(-c2nc(-c3ccncc3)no2)cc1	11%
Cc1cc(C)c(N=Nc2c(C)[nH]n(-c3ccccc3)c2=O)c(C)c1	3%
COc1ccccc1C(=S)N1CCOCC1	70%*
Cn1ccnc1SCc1ccc(C(=O)O)cc1	1%
CC1(C)CC(=O)C/C(=N/NC(=O)COc2ccccc2)C1	5%
CCOC(=O)C1=C(O)/C(=C/c2ccccc2)SC1=Nc1ccc([N+](=O)[O-])cc1	11%
CCOC(=O)c1c(NC(=O)CN2CCN(C)CC2)sc2c1CCN(C(=O)OCC)C2	24%
Cc1cc(O)c(NC(=O)c2cccc([N+](=O)[O-])c2C)cc1C	7%
C=CCOc1c(Cl)cc(C=O)cc1OC	6%
COc1cc(NS(=O)(=O)c2ccc(N/C=C\C(=O)c3ccc4ccccc4c3)cc2)nc(OC)n1	6%

Nothing new here: an excerpt of the list.
Compound	RNase H inhibition
Cc1ccc(-c2cc(C(F)(F)F)n3nc(C(=O)Nc4ccc5c(c4)OCO5)cc3n2)cc1	11%
Cc1c(C(=O)OC(C)C)sc(NC(=O)c2ccc(Br)o2)c1C(=O)OC(C)C	9%

(further entries)
Compound	RNase H inhibition
CC(=O)N(C)c1ccc(NC(=O)COc2ccc(Cl)cc2)cc1	27%
CCN1C(=O)/C(=C\c2ccc3c(c2)OCO3)C(C(=O)OC)=C1C	0%
O=C(Nc1cccc(Cl)c1)O/N=C(\c1ccccc1)c1ccccn1	5%
O=C(Nc1ccccc1C(=O)Nc1ccc(Br)cc1)c1ccco1	5%
CNC(=O)COc1ccc(Nc2nnc(-c3ccc(C)c(S(N)(=O)=O)c3)c3ccccc23)cc1	13%
CSc1ccc(CN2CCN(Cc3ccc4ccccc4c3)CC2)cc1	7%
COc1ccc(CNC(=O)/C(C#N)=C\c2ccc(OCc3ccccc3F)c(Br)c2)cc1	10%
CC1(C)CC(=O)C2=C(C1)N=C1c3ccccc3C(=O)C1C2c1ccc(O)c(O)c1 (stereo not drawn)	32%
O=C(c1ccc([N+](=O)[O-])cc1Cl)N1CCOCC1	22%
O=C(Nc1nccs1)c1ccc(N2C(=O)CCC2=O)cc1	11%
CCC(=O)NC(c1ccco1)c1c(O)ccc2ccccc12 (stereo not drawn)	5%
COC(=O)c1c(NC(=O)c2ccncc2)sc2c1CCC(C(C)(C)C)C2 (stereo not drawn)	12%
O=C(CSc1ccccn1)Nc1ccc(/C=C/c2ccccc2)cc1	24%
Cc1ccccc1OCC(=O)N/N=C/c1ccc(OC(=O)c2ccc(Br)cc2)cc1	0%
CC(=O)CCc1c(C)nc2c(C)cccc2c1Cl	4%
COc1ccccc1N1C(=O)CC(Nc2ccc(N3CCOCC3)cc2)C1=O (stereo not drawn)	3%
CCOC(=O)CNC(=O)c1ccc(OC)cc1	0%
O=C1N/C(=N/N=C/c2ccco2)SC1Cc1ccc(F)cc1 (stereo not drawn)	6%
C=CCNC(=O)COc1cccc(C)c1	10%
Cc1c(Cl)cccc1NC(=O)C1CCCCC1	2%
COc1ccc(-c2cn3c(n2)SCC3)cc1	4%
Cc1ccc(OCC(=O)N/N=C\c2ccc(OC(=O)c3ccc(Br)cc3)cc2)cc1	0%
COC(=O)NC(NC(=O)OC)c1ccc(Br)cc1	3%
CCOc1ccccc1NC(=O)c1c(NC(=O)Cc2ccccc2)sc2c1CCCCC2	37%
COc1ccc(NC(=O)COc2cccc3ccccc23)cc1Cl	11%
Cc1ccc(/C(O)=C2\C(=O)C(=O)N(CCCC(=O)O)C2c2ccccc2)cc1 (stereo not drawn)	9%
CCOC(=O)C1=C(N)OC2=C(C(=O)CC(C)(C)C2)C1c1ccccc1OC (stereo not drawn)	0%
CC(=O)c1cccc(NC(=S)Nc2ccccc2)c1	1%
C=CCOc1ccc(/C=C2\SC(N3CCN(c4ccccc4)CC3)=NC2=O)cc1	13%
CS(=O)(=O)N(CC(=O)N1CCCC1)c1ccc(Oc2ccccc2)cc1	0%
CCCCCCCCc1nnc(NC(=O)Nc2ccccc2)s1	0%
N=c1sc(Cc2cccc3ccccc23)cn1CC(=O)c1ccccc1	9%
CCCCc1cc(=O)oc2cc(OCC(=O)c3ccc(OC)cc3)ccc12	0%
O=[N+]([O-])c1ccc(CN2CCN(c3ccc(F)cc3)CC2)o1	0%
O=C1OC(Nc2cccc3ccccc23)(c2ccccc2)c2ccccc21 (stereo not drawn)	10%
Cc1ccc(C2OC3(C(=O)c4ccccc4C3=O)C3C(=O)N(c4cccc(Cl)c4)C(=O)C23)cc1 (stereo not drawn)	8%
Cc1ccc(C(=O)NC(NC(=S)Nc2ccccc2Cl)C(Cl)(Cl)Cl)cc1 (stereo not drawn)	39%
CCOc1ccc(OCCSc2nc3ccccc3n2CC(O)CO)cc1 (stereo not drawn)	14%
COC(=O)C1=C(C)NC(=S)NC1c1ccc(-c2ccc([N+](=O)[O-])cc2C)o1 (stereo not drawn)	43%
C=CCn1c(=O)c(C2=NS(=O)(=O)c3ccccc3N2)c(O)c2ccccc21	12%
O=[N+]([O-])c1ccc(/C=N/N2CCN(Cc3cccc4ccccc34)CC2)cc1	1%
Cc1ccc(NC(=O)c2cc(-c3ccc(Br)cc3)nc3ccccc23)c(C)c1	2%
O=C(COc1ccc(Cl)cc1)Nc1ccc2oc(-c3ccc(Cl)cc3)nc2c1	54%*
c1cnc(Nc2nc(-c3ccncc3)cs2)nc1	2%
CCOC(=O)c1ccccc1NC(=O)CN(c1cc(OC)ccc1OC)S(C)(=O)=O	8%
O=C1C(=O)N(Cc2cccnc2)C(c2ccccc2)/C1=C(\O)c1ccccc1 (stereo not drawn)	1%
O=C(Oc1ccc(OC(=O)c2ccccc2)c(Br)c1)c1ccccc1	4%
COc1cc(-c2noc(-c3ccccc3Cl)n2)cc(OC)c1OC	5%
COc1ccc2c(c1OC)C(=O)N(c1ccccc1Br)C2=O	0%
CCOC(=O)c1c(NC(=O)c2ccc(Cl)cc2Cl)sc(C(=O)Nc2ccccc2F)c1C	20%
O=c1/c(=C/c2ccncc2)sc2n1CN(c1cccc(C(F)(F)F)c1)CN=2	17%
CN(C)/C=C1\N=C(c2ccccc2)OC1=O	2%
CCSc1nnc2c(n1)OC(C)(C)Nc1ccccc1-2	14%
O=C1NC(=S)N/C1=C/c1cccc(O)c1	3%
CCc1ccc2[nH]c3nc(N/N=C/c4ccc(OC)c(OC)c4)nnc3c2c1	0%
C=CCN1C(=O)/C(=C\c2cc(C)n(-c3ccc(C)cc3)c2C)C(=O)NC1=S	25%
O=C1c2ccccc2NC(c2ccc(Cl)cc2Cl)N1Cc1ccco1 (stereo not drawn)	24%
COc1cccc(C2C(C(=O)Nc3ccccc3)=C(C)N=c3s/c(=C\c4c[nH]c5ccccc45)c(=O)n32)c1 (stereo not drawn)	43%
C=CCOC(=O)C1=C(C)N=c2s/c(=C/c3ccc(OC)cc3)c(=O)n2C1c1ccccc1 (stereo not drawn)	16%
CC(C)C12CN(C(=O)c3ccccc3)CC(C(C)C)(CN(C(=O)c3ccccc3)C1)C2=O	6%

(listing goes on)
Compound	RNase H inhibition
CCCOC(=O)C1=C(C)NC(=O)NC1c1cccc2ccccc12 (stereo not drawn)	4%
Cc1ccc(OC(=O)c2ccc([N+](=O)[O-])cc2)c(/C=C2\Sc3ccccc3C2=O)c1	5%
CCN(CC)C(=S)S/C=C/C(=O)c1ccccc1	12%
COc1ccc(Cl)cc1C(=O)Nc1ccc(C(=O)Nc2cccc(C)c2)cc1	0%
CN1C(=O)/C(=C\c2cccc(OCCOc3ccc(Br)cc3)c2)SC1=S	9%
CCC1(C)CC(CCNCc2ccc(OC)c(OC)c2)(c2ccccc2OC)CCO1 (stereo not drawn)	9%
O=C(CCN1C(=O)/C(=C/c2cccs2)SC1=S)Nc1cccnc1	0%
O=C(Nc1ccccc1C(=O)c1ccccc1)c1ccc(C(=O)Nc2ccccc2C(=O)c2ccccc2)cc1	9%
Cc1cccc(C(=O)Oc2ccc(OCc3ccccc3)cc2)c1	2%
O=C(c1cccc(F)c1)N1CCN(C2CCCCC2)CC1	5%
COc1ccccc1OCCOc1ccc(C)c(C)c1	18%
CCOc1cc(C(=S)N2CCOCC2)cc(Br)c1OC(=O)c1ccc(Cl)cc1Cl	13%
CN(C)c1ccc(/C=N/N2CCN(Cc3cccc4ccccc34)CC2)cc1	24%
CC(=O)C1=C(O)C(=O)N(CCCO)C1c1cccc([N+](=O)[O-])c1 (stereo not drawn)	8%
O=[N+]([O-])c1cccc(CONc2ncnc3nonc23)c1	5%
O=C(N/N=C/c1cccc(I)c1)C(=O)N/N=C/c1cccc(I)c1	1%
O=C(NC(=S)Nc1cc(Cl)c(Cl)cc1Cl)c1ccccc1F	23%
O=C(NC(=S)NNc1nc(-c2ccccc2)cs1)c1cc2ccccc2oc1=O	22%
COc1ccc(-c2cc(C(F)(F)F)n3nc(C(=O)Nc4cccc(O)c4)c(Cl)c3n2)cc1OC	10%
COc1cccc(NC(=S)NC(=O)c2cccc(OC(C)C)c2)c1	20%
CCOc1ccc(/C=C(\C#N)C(=O)NC(C)CC)c2ccccc12 (stereo not drawn)	15%
CC(C)C(=O)NC(c1ccc(Cl)cc1)c1ccc2cccnc2c1O (stereo not drawn)	17%
CC1(C)CC(=O)C2=C(C1)OC1=C(C(=O)CC(C)(C)C1)C2c1cc(Br)c(O)c(Br)c1	12%
COc1cc(C2NC(=O)NC(C)=C2C(=O)OCC(F)(F)F)ccc1OCc1ccccc1 (stereo not drawn)	14%
COc1ccc(CN2CCN(c3ccc([N+](=O)[O-])cc3)CC2)cc1O	0%
O=C(O)c1cc(C(=O)O)cc(N2C(=O)c3ccc(Oc4cccc([N+](=O)[O-])c4)cc3C2=O)c1	0%
Cc1c(Cl)cccc1NC(=O)CSCc1ccc(Cl)cc1	19%
CCc1ccc(N2CC(C(=O)Nc3c(CC)cccc3CC)CC2=O)cc1 (stereo not drawn)	9%
CCC1=NN2C(=N)/C(=C\c3c(C)n(Cc4ccccc4)c4ccccc34)C(=O)N=C2S1	4%
COc1ccc(-n2nc3cc(C)c(NC(=S)NC(=O)c4ccccc4C)cc3n2)cc1Cl	23%
CCOC(=O)c1c[nH]c2ccc(OC)cc2c1=O	17%
Cc1ccc(C(=O)NCCC(C)C)cc1[N+](=O)[O-]	4%
O=C(NC(=S)NCc1cccnc1)c1ccc(Cl)cc1	0%
CCOC(=O)C1=C(C)N=c2s/c(=C\c3cc(Br)c(OCc4ccc(Cl)cc4)c(OC)c3)c(=O)n2C1c1ccc(OC)cc1 (stereo not drawn)	19%
CC1=C(C(=O)OCC(C)C)C(c2cccc(Cl)c2)C2=C(CC(c3ccccc3)CC2=O)N1 (stereo not drawn)	0%
COc1ccc(C(=O)Nc2ccc(S(=O)(=O)N3CCc4ccccc43)cc2)cc1	15%
COC(=O)CN1C=C(C(=O)OC)C(c2ccc(F)cc2)C(C(=O)OC)=C1	2%
O=C(Nc1ccccc1)c1cc(S(=O)(=O)N2CCOCC2)ccc1Cl	8%
CCOC(=O)c1ccc(P(=O)(c2ccccc2)c2ccccc2)cc1	15%
Cc1ccc(S(=O)(=O)N(CC(=O)NCC2CCCO2)c2ccc(Cl)c(C(F)(F)F)c2)cc1 (stereo not drawn)	9%
COc1ccc(C(=O)NC2CC3CCC2C3)cc1 (stereo not drawn)	7%
Cc1cc2nn(-c3ccccc3)nc2cc1NC(=O)/C=C/c1ccccc1	12%
O=C(c1ccccc1)c1cc(Cl)ccc1N=Cc1c(O)[nH]c(=O)[nH]c1=O	13%
COc1ccccc1C(=O)Nc1ccc(Br)c(C(F)(F)F)c1	9%
NC1=NC(=O)/C(=C/c2cccc(OCc3ccc(Br)cc3)c2)S1	7%
CCN(CC)c1ccc(N=Cc2ccc(OC)c3ccccc23)cc1	15%
COc1cc(-c2nnc(SCC(=O)N/N=C/c3cccnc3)n2-c2ccccc2)cc(OC)c1OC	5%
COc1ccc(Cl)cc1C(=O)N(C(C)C)C(C)C	12%
Ic1ccc(OCCCCCN2CCCC2)cc1	5%
Clc1cccc(Cl)c1OCCCCOc1cccc2cccnc12	33%
CCOc1ccc(/C=N/Nc2nc3ccccc3[nH]2)cc1O	0%
Cc1sc(NC(=O)c2ccccc2[N+](=O)[O-])nc1-c1ccccc1	0%

Molecules shown so far that contain an aryl thioether with sulfur outside any ring (six):
Compound	RNase H inhibition
Cn1ccnc1SCc1ccc(C(=O)O)cc1	1%
CSc1ccc(CN2CCN(Cc3ccc4ccccc4c3)CC2)cc1	7%
O=C(CSc1ccccn1)Nc1ccc(/C=C/c2ccccc2)cc1	24%
CCOc1ccc(OCCSc2nc3ccccc3n2CC(O)CO)cc1 (stereo not drawn)	14%
CCSc1nnc2c(n1)OC(C)(C)Nc1ccccc1-2	14%
COc1cc(-c2nnc(SCC(=O)N/N=C/c3cccnc3)n2-c2ccccc2)cc(OC)c1OC	5%
